Shn3 inh set2 – inhibitors of Schnurri-3 3'UTR reporter in osteoblasts; Clone20 osteoblast Shn3 3'UTR firefly luciferase, 24 h; inhibition, % at 12.5 µM; 360,000 compounds, 0.52% hits; AID 588674;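 active means mean inhibition of at least 75% with every replicate also reaching 75%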;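 further: 0% = median of neutral control wells and 100% = pilot-screen positive control compound; some compounds past the cut are filed as inactive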
TROY NFkB inh – blocks TROY-dependent signaling in reporter cells. Q293 LMP1-TROYcd NF-kB luciferase reporter, 4 h. inhibition, % at 10 µM. 360,000 compounds, 0.98% hits. AID 1347056;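 active means compounds whose plate-normalised and pattern-corrected inhibition of the luciferase reporter signal at the single screening dose is 50% or more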
TRPM1 prom inh – MITF TRPM1 promoter inhibition in SK-MEL-5 cells; SK-MEL-5 TRPM1 promoter luciferase, 24 h; inhibition, % at 12.5 µM; 330,000 compounds, 0.83% hits;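 active means mean inhibition across replicates of 60% or more, whatever share of single replicates reaches that level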; further: values of inactives mirror those of a sister screen read the other way
TWEAK Fn14 block – inhibitors of TWEAK-Fn14 interaction signaling. TWEAK-stimulated Fn14 reporter cells, luciferase luminescence, 8 h. inhibition, % at 10 µM. 360,000 compounds, 2% hits; in the data active means inhibition above about 50%
Peg3 promoter – reduces Peg3 promoter-driven luciferase expression in HeLa; 360,000 compounds, 1.7% hits; HeLa PEG-Prom luciferase reporter, luminescence, overnight; inhibition, % at 20 µM;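 active means inhibition of at least 50% at 20 µM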
CF NFkB inh – cystic fibrosis NF-kB activation inhibition; KKLEB NF-kB-GFP reporter, PAF-induced, GFP fluorescence overnight; inhibition, % at 5 µM; 360,000 compounds, 0.86% hits;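 active means at least 50% inhibition at 5 µM, scaled per plate between neutral and stimulator controls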;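 further: PAF is a Pseudomonas aeruginosa culture filtrate used as stimulus; plate controls were PAF-stimulated DMSO wells for no effect and unstimulated DMSO wells for full effect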
NR2E3 ag-1 – agonists of human NR2E3 nuclear receptor | Q9Y5X4 | AID 602229 | CHO-S Gal4-NCOR/VP16-NR2E3 two-hybrid, luciferase | inhibition of corepressor binding, % at 3.98 µM | 360,000 compounds, 0.35% hits;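 active means inhibition above the mean of all tested compounds plus 3 SD, cut at about 70% in these data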;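 further: 0% = DMSO with NR2E3 transfected cells and 100% = cells lacking NR2E3 construct; higher means lower luciferase signal from less NR2E3 corepressor binding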
Target sequence (Q9Y5X4 whole entry, looked up, the tested form may be a part): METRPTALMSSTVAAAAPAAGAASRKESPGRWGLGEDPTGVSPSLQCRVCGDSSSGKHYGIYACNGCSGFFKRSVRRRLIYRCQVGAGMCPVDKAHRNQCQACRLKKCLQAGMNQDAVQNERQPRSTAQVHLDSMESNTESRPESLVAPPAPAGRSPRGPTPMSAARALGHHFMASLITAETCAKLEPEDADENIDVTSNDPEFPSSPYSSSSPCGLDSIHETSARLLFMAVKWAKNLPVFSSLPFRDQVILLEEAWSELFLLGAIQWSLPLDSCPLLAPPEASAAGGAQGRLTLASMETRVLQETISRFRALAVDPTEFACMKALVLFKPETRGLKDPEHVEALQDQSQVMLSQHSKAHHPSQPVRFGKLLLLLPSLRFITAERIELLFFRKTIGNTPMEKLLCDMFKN
TRAIL sens C8 – caspase-8 TRAIL sensitization | NB7+C8 cells + TRAIL, ATPlite viability luminescence | inhibition (viability loss, TRAIL sensitization), % at 10 µM | 360,000 compounds, 1% hits;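 active means compounds causing at least 50% loss of cell viability in the single-dose screen, relative to plate controls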
KKLEB tox – CF airway cell cytotoxicity counter-screen; KKLEB CF airway cells viability, ATPlite luminescence, overnight; stronger effect = lower value; cells stimulated with P. aeruginosa culture filtrate; activity change (cytotoxicity), % at 5 µM; 360,000 compounds, 0.36% hits;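 active means corrected activity change at or below -50% at 5 µM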
HIF-2a inh – blocks HIF-2a reporter activity; 786-0 RCC cells HIF-2a reporter, luciferase luminescence, overnight; inhibition, % at 18.8 µM; 360,000 compounds, 0.72% hits; AID 624352;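 active means inhibition of the luminescence signal of 40% or more relative to plate controls, in a single-dose primary screen at 18.75 µM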
NR2E3 ag-2 – agonists of human nuclear receptor NR2E3. Q9Y5X4. GST-NR2E3/biotin-RetCOR TR-FRET, 1536-well. inhibition of corepressor binding, % at 4.78 µM. 320,000 compounds, 0.12% hits. AID 2300;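 active means percent inhibition above the cutoff of mean plus 3 SD of all tested compounds, set per screening campaign, cut at about 20% in these data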;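 further: 0% = DMSO wells and 100% = biotin wells as full block of FRET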
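Material: NR2E3–RetCOR corepressor complex / Incubation: Compound–protein incubation for 5 h at 4 °C / Dosing: compound at 4.8 µM, single dose / Detection: time-resolved FRET / Benchmarks: high control biotin, low control 0.6% DMSO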
Starred values were filed as active, the others as inactive; / = not tested or not shown.

SMILES | Shn3 inh set2 | TROY NFkB inh | TRPM1 prom inh | TWEAK Fn14 block | Peg3 promoter | CF NFkB inh | NR2E3 ag-1 | TRAIL sens C8 | KKLEB tox | HIF-2a inh | NR2E3 ag-2
CCCC1(c2ccccc2)NC(=O)N(CC(=O)Nc2sc(-c3ccccc3)cc2C(=O)OCC)C1=O (stereo unspecified) | 1 | -11 | 4 | -42 | -7 | 11 | -51 | 15 | -8 | -23 | 2
COc1ccc(Br)cc1S(=O)(=O)NCCc1cccs1 | -3 | -6 | -6 | 17 | 14 | -7 | 7 | -19 | 10 | 1 | /
Cc1ccc2nc3c(c(Nc4ccc(O)cc4)c2c1)CCC3 | 23 | -5 | -13 | -3 | 19 | 3 | -17 | -13 | -2 | 31 | 1
O=[n+]1cc(-c2ccc(Cl)cc2)n([O-])c2c1CCC2 | -3 | -1 | 14 | 10 | 15 | 0 | -9 | -6 | 2 | 7 | -8
Cc1ccc(C(C(=O)NC2CCCCC2)N(C(=O)Cc2c[nH]c3ccccc23)c2ccccc2)o1 (stereo unspecified) | 21 | 8 | 2 | 24 | 14 | 6 | 7 | 0 | -22 | -8 | 1
CCC(NC(=S)NC1CCCCC1)c1ccc(C(C)C)cc1 (stereo unspecified) | 26 | 4 | 3 | 18 | 41 | 25 | 44 | -14 | 10 | 2 | /
CC(=O)N(Cc1cccnc1)Cc1cc2ccc(C)cc2[nH]c1=O | -1 | 3 | 10 | 7 | 10 | -3 | -9 | -14 | -5 | 12 | -3
Cc1cc(Br)ccc1NC(=O)CN(C)C(=O)CSCc1ccccc1 | 6 | -2 | -5 | -19 | 2 | -13 | 35 | 21 | -13 | -12 | 5
CCN(CC)S(=O)(=O)c1cccc(C(=O)Oc2cccc(NC(=O)c3cccs3)c2)c1 | -8 | -14 | -1 | -3 | -76 | -4 | -7 | 2 | 7 | -72 | -1
O=C(c1ccc(F)cc1)N1CCN(S(=O)(=O)c2ccc3c(c2)OCCO3)CC1 | 4 | -2 | / | 4 | 4 | -6 | -19 | -3 | -2 | 2 | /
COc1cccc(/C=N/n2c(-c3ccco3)nc3ccccc3c2=O)c1 | -5 | -10 | -22 | 1 | -12 | -13 | -15 | 8 | -18 | -46 | -1
CN(CC(=O)Nc1cccnc1)S(=O)(=O)c1cc(Cl)ccc1Cl | -5 | -8 | 3 | -6 | 10 | 7 | -10 | 4 | -4 | 2 | 5
COc1ccc(C2CC(C(F)(F)F)n3ncc(C(=O)Nc4cccc(O)c4)c3N2)cc1OC (stereo unspecified) | 5 | 14 | -13 | -6 | 12 | 21 | -23 | -5 | -4 | 9 | 0
COc1cccc(NC(=S)NC2CC3CCCC(C2)N3CC(C)C)c1 (stereo unspecified) | 3 | 3 | -13 | -14 | -6 | 0 | -13 | 3 | 1 | -5 | 1
Cn1cc(CCCC(=O)NCc2ccc(F)cc2)c2ccccc21 | 16 | 7 | 6 | 0 | 12 | 16 | -14 | -13 | -14 | 6 | /
CCOC(=O)N1CCN(C(=O)COC(=O)c2ccccc2NCCO)CC1 | -6 | -1 | 3 | 8 | -6 | 17 | -16 | -33 | -3 | -20 | 5
Cc1ccc(C2/C(=C(\O)c3ccc4c(c3)OCCO4)C(=O)C(=O)N2CC2CCCO2)cc1 (stereo unspecified) | -13 | -12 | 13 | 20 | 1 | 7 | 5 | 0 | 5 | -19 | /
CC(C)(C)[C@H]1C=C(C(=O)N2CCOCC2)O[C@@H](OCc2ccc(CO)cc2)C1 | -5 | 1 | -22 | -2 | -1 | 1 | -32 | -22 | 1 | 6 | 1
Cc1ccc(CNC(=O)CSc2nc3c(sc4ccccc43)c(=O)n2CCCN2CCCC2)cc1 | -14 | 3 | 43 | 19 | 109* | 22 | 13 | -24 | -10 | -3 | 0
CCCN(CCC)C(=O)Cn1c(=O)n(CCC(=O)NCCc2ccccc2)c(=O)c2ccccc21 | 12 | -14 | 6 | 10 | 8 | 6 | -3 | -3 | -6 | 4 | 4
Cc1ccc2cc(CN(CCO)Cc3nnnn3Cc3ccc(F)cc3)c(=O)[nH]c2c1 | -55 | -12 | 0 | 15 | 15 | 6 | -4 | -6 | 1 | 6 | 2
O=C(/C(=C/O)N=Nc1ccccc1)c1ccc(Cl)cc1 | 14 | -18 | 16 | -9 | 33 | 63* | -45 | 7 | -29 | -81 | 1
Cc1ccc(OCc2cc(C(=O)N(C)Cc3cnn(C)c3)no2)cc1C | -34 | -47 | / | -20 | -87 | -6 | -50 | -12 | 3 | -112 | /
O=C(Cn1c(=O)n(CC2CCCO2)c(=O)c2ccccc21)c1ccc(Cl)c(Cl)c1 (stereo unspecified) | 16 | -21 | 10 | 7 | 9 | 2 | -30 | -5 | 4 | 17 | -3
Cc1ccc(NC(=O)N2CCN(c3ncccc3C(F)(F)F)CC2)cc1 | 0 | -18 | -10 | -22 | -29 | -4 | -12 | -30 | 6 | -98 | 5
CC(C)COc1cccc(C(=O)N(CC(=O)Nc2ccccc2C(F)(F)F)Cc2ccco2)c1 | 5 | -8 | 7 | 16 | 5 | 24 | 8 | -6 | -5 | -1 | -1
CN(C)c1nc(NS(=O)(=O)c2ccc(Cl)cc2)nc(N(C)C)n1 | 5 | -12 | -8 | 13 | 8 | -1 | -8 | 2 | -2 | 11 | -2
CCOC(=O)c1ccc(NC(=O)c2sc3nc(N4CCOCC4)c4c(c3c2N)CCCC4)cc1 | 16 | -7 | -13 | -19 | 21 | 11 | -13 | 4 | -10 | -1 | 6
CCO[C@@H]1OC(C(=O)N2CCOCC2)=C[C@H](c2cn(C(C)=O)c3ccccc23)[C@H]1CCCO | -31 | 0 | 4 | 6 | 5 | 5 | -8 | 5 | -9 | 2 | -1
COc1ccc(NC(=O)n2ncc3c(C)cccc32)cc1 | -101 | -55 | -33 | -14 | -220 | 1 | -94 | 45 | -5 | -259 | -2

Among those listed so far, these have bromine.
SMILES | Shn3 inh set2 | TROY NFkB inh | TRPM1 prom inh | TWEAK Fn14 block | Peg3 promoter | CF NFkB inh | NR2E3 ag-1 | TRAIL sens C8 | KKLEB tox | HIF-2a inh | NR2E3 ag-2
COc1ccc(Br)cc1S(=O)(=O)NCCc1cccs1 | -3 | -6 | -6 | 17 | 14 | -7 | 7 | -19 | 10 | 1 | /
Cc1cc(Br)ccc1NC(=O)CN(C)C(=O)CSCc1ccccc1 | 6 | -2 | -5 | -19 | 2 | -13 | 35 | 21 | -13 | -12 | 5

Later entries
SMILES | Shn3 inh set2 | TROY NFkB inh | TRPM1 prom inh | TWEAK Fn14 block | Peg3 promoter | CF NFkB inh | NR2E3 ag-1 | TRAIL sens C8 | KKLEB tox | HIF-2a inh | NR2E3 ag-2
CN(C)c1ccc(S(=O)(=O)N2CCCCC2)cc1NC(=O)C1CSC2(C)CCC(=O)N12 (stereo unspecified) | 10 | -7 | 5 | -17 | 9 | -10 | 19 | 4 | 1 | -5 | -1
O=S(=O)(c1cccs1)N1CN(Cc2ccco2)c2nc3ccccc3nc21 | -40 | -23 | -8 | 11 | -44 | 16 | -46 | 16 | -9 | -101 | -1
Fc1ccccc1NC(=S)NNc1ncc(C(F)(F)F)cc1Cl | 9 | 30 | 9 | 18 | 13 | 10 | 2 | 18 | 0 | 29 | 1
COc1ccc(NC(=O)Nc2nnc(N3CCC(C)CC3)s2)cc1OC | -3 | 3 | -7 | -8 | 5 | -45 | -34 | 18 | 5 | 2 | 3
Cc1[nH]c2ccccc2c1C(=O)COC(=O)CCS(=O)(=O)c1ccccc1Cl | -8 | 4 | 11 | 15 | 8 | 9 | -4 | 1 | -4 | 19 | -1
COc1cccc(N2CCN(C(=O)c3cc4c(s3)CCCCC4)CC2)c1 | -17 | 19 | -16 | -23 | -134 | 14 | -36 | 7 | -9 | -155 | 5
COc1ccc(C2C(C(C)=O)=C(O)C(=O)N2c2ccc(O)cc2)cc1 (stereo unspecified) | 2 | -4 | -4 | -3 | 10 | 6 | -13 | -17 | -6 | 6 | 3
COc1cc(OC)c(OC)cc1/C=N/n1c(-c2n[nH]c3c2CCC3)n[nH]c1=S | 3 | 6 | 0 | -11 | 11 | 13 | 3 | -5 | -8 | 9 | 3
Cc1ccc(CNC(=O)c2ccc[nH]2)cc1 | 0 | -12 | 3 | 1 | -8 | 16 | -11 | -5 | -10 | 0 | 3
COc1ccc(Cc2nc(-c3cccc(C)c3)no2)cc1 | -69 | -62 | -33 | -14 | -251 | 4 | -106 | -23 | 9 | -255 | 5
COc1cccc(CN(Cc2ccco2)S(=O)(=O)c2ccc(S(=O)(=O)NCc3ccccc3)cc2)c1OC | 65 | 1 | -1 | 36 | 8 | 18 | 13 | 5 | -2 | -5 | 1
O=C(C[C@H]1C/C=C\C[C@@H](Cc2ccc(F)cc2)C(=O)O[C@@H](c2ccccc2)CNC1=O)NCCO | -9 | -11 | 3 | 8 | 15 | -11 | -3 | -11 | 4 | 13 | /
COc1ccc(C(C(=O)NC2CCCC2)N(Cc2cccnc2)C(=O)Cc2cccs2)c(OC)c1 (stereo unspecified) | -35 | 17 | 1 | 4 | 12 | 10 | 2 | 2 | 2 | 5 | 2
N=C1/C(=C\c2ccc(OC(=O)c3ccccc3Cl)cc2)C(=O)N=C2SC(N3CCOCC3)=NN12 | -22 | -5 | -4 | -15 | -48 | -21 | -44 | 2 | -5 | -89 | 1
Cc1no[n+]([O-])c1COc1ccc(/C=C(\C#N)C(N)=O)cc1 | 1 | 1 | -3 | -5 | 9 | -10 | 5 | -2 | -9 | -5 | -1
Cc1c(OCC(=O)NCCCN2CCOCC2)ccc2c3c(c(=O)oc12)CCC3 | 0 | -10 | -10 | -21 | -4 | -9 | 2 | -2 | -4 | -18 | 3
Cc1cccc(-n2nnnc2SCC(=O)N(CC(C)C)c2c(N)n(CC(C)C)c(=O)[nH]c2=O)c1 | 6 | 8 | 8 | -20 | 3 | -14 | -13 | 19 | 9 | 15 | 3
Cc1ccc(CSc2nn3c(=O)c(C)nnc3s2)cc1 | -18 | -28 | 0 | -21 | 14 | -23 | -4 | -6 | 7 | 1 | 2
COc1ccc(-n2c(SCC(=O)Nc3cc(C)on3)nc3ccccc3c2=O)cc1Cl | 25 | 10 | 0 | 17 | -4 | -6 | 14 | 4 | 6 | 6 | 0
O=S(=O)(NN1CCOCC1)c1ccc(Br)s1 | 3 | 10 | 0 | 8 | 4 | -7 | -9 | -2 | -15 | 12 | 2
COc1ccc(Oc2ccc(N/C=C3/CCCC3=O)cc2)cc1 | -10 | 13 | 3 | 21 | -28 | -1 | -14 | -9 | -2 | -49 | 2
NC(=O)NC(CC(=O)NCCc1ccccn1)c1ccccc1Cl (stereo unspecified) | 82 | 4 | 1 | 11 | 4 | -7 | -4 | -20 | -3 | 1 | 5
O=C(COC(=O)c1nc(Cl)ccc1Cl)c1ccc(Cl)s1 | 6 | -3 | 7 | 2 | 5 | 12 | -9 | -2 | -16 | -7 | 3
Cc1ccc(C2CC(c3ccccc3)n3ncnc3N2)cc1 (stereo unspecified) | 14 | -12 | / | -3 | -1 | 6 | -3 | -9 | 0 | -10 | 4
CCOC(=O)c1c(N)sc(C(=O)N(CC)CC)c1C | -13 | 1 | 5 | -19 | 19 | 11 | 28 | -2 | 0 | 13 | 1

Bioassay records (PubChem)

An excerpt; count on the stated rates, not on these rows.
